Screens as filed in PubChem BioAssay.
TbPYK inhibitor – inhibitors of Trypanosoma brucei pyruvate kinase | Q57TT1 | TbPYK enzyme, Kinase-Glo Plus ATP luminescence, 45 min | Potency, µM (highest dose often 76.8 µM), inactives show at the top dose activity, negative = inhibition, actives largely listed as inhibitors | actives 0.12% (n = 410,000) | AID 624173; note: nearly all actives have a fitted effect of over 50% in size
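Assay buffer: 50 mM TEA pH 7.2, 100 mM KCl, 10 mM MgCl2, 0.05% BSA, 0.01% Tween-20. Pyruvate kinase from T. brucei plus substrate met compound, then ADP (130 uM final). Luminescence was read post 45 min RT.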
AMA1-RON2 inh – inhibitors of Plasmodium falciparum AMA1-RON2 interaction; Potency, µM (top dose mostly 58.2 µM), without a hit: at the highest dose activity change, negative = inhibition, usual class: inhibitors; AlphaScreen AMA1-biotinylated RON2 peptide binding; actives 0.2% (n = 360,000);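 note: 0% = vehicle wells and -100% = peptide control; nearly all actives have a fitted effect of over 45% in size; some results filed as inactive show a strong effect at the top dose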
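AMA1 (3D7) with his tag at 25 nM final met compounds first, then biotinylated RON2 peptide at 25 nM; detection used donor plus acceptor beads, 10 µg/mL apiece, read by AlphaScreen after 30 min at room temperature.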
* = called active by the depositor; ? = inconclusive; [ ] = dose if it differs, or a comment. Calls come from the whole dose curve; as a rule, active = well fitted curve in the direction sought with a large enough effect; inconclusive = small, poorly fitted or top-dose-only effect, or another doubt; inactive = no such curve, though single readings can be large; an effect the other way counts as inactive or inconclusive. Unless noted, % is set by controls: 0 for no effect and ±100 for the full control effect; potency is the fitted concentration of half-maximal effect. These rows are one share of the data; rates above refer to the full screens.

cpd	smiles	TbPYK inhibitor	AMA1-RON2 inh
1	CCOC(=O)N1CCc2cc(OC)c(OC)c3c2c1cc1cc(OC)c(OC)cc13	-3%	0%
2	COc1cccc(C(O)c2nc(-c3cncnc3)cs2)c1 (stereo not given)	-1%	0%
3	Cc1cc(N2CCc3ccccc32)n2ncnc2n1	-6%	12%
4	COC(=O)C[C@H]1C=C[C@@H](C(C(=O)OC)C(=O)OC)CN1C(C)=O	1%	-2%
5	Cc1ccc([C@H]2N[C@]3(CCCN(Cc4ccc(F)cc4)C3=O)[C@H]3C(=O)N(C)C(=O)[C@@H]23)cc1	-4%	-16%
6	Cn1c(NCc2ccccc2F)nc2cc(-c3ccsc3)sc2c1=O	-5%	-5%
7	COc1ccc(NC(=O)N(C)C[C@H]2Oc3c(NC(=O)Cc4ccccc4)cccc3C(=O)N([C@H](C)CO)C[C@@H]2C)cc1	1%	13%
8	COc1ccc(C(=O)Nc2cccc(S(=O)(=O)N3CCCC3)c2)cc1S(=O)(=O)N1CCOCC1	6%	-13%
9	CC1(C(=O)Nc2ccc3c(c2)OCCO3)CCN1C(=O)C1(c2ccccc2)CC1 (stereo not given)	6%	-9%
10	CC(=O)c1cccc(NC(=O)c2ccc([N+](=O)[O-])o2)c1	-1%	7%
11	Cn1c(=O)c2c(-c3ccccc3)n(-c3ccccc3N)cc2n(C)c1=O	-4%	14%
12	COc1ccccc1NS(=O)(=O)c1cc(NC(=O)c2ccccc2[N+](=O)[O-])ccc1N1CCOCC1	-15%	-19%
13	CC(C)C[C@@H](CNCC(=O)[C@H](Cc1c[nH]c2ccccc12)NC(=O)c1[nH]cnc1C(=O)N[C@H](CN)CC(C)C)NC(=O)c1nc[nH]c1C(=O)N[C@@H](CC(=O)O)C(=O)O	6%	9%
14	O=C(CC[C@H]1O[C@@H](n2cnc3c(NC(=O)c4ccccc4)ncnc32)[C@H](O)[C@@H]1O)NCc1ccco1	0%	-4%
15	COC(=O)c1sc(NC(=O)CN2CCN(c3cccc(Cl)c3)CC2)c(C(=O)OC)c1C	2%	26%
16	CC(c1ccccn1)C(C)(O)C(C)c1ccccn1 (stereo not given)	1%	48%[activator]
17	Cc1ccc(N(O)C(C)(C)C)cc1	-15%	-16%
18	CC(C)C1NCCc2c1sc1ccccc21 (stereo not given)	0%	14%
19	Cc1nc2ccccc2n1/N=C/c1ccc([N+](=O)[O-])o1	0%	-3%
20	O=C(C1CCN(S(=O)(=O)c2ccc(Cl)s2)CC1)N1CCN(c2ccccc2)CC1	8%	8%

In a second layout: entries from further up.
Below each SMILES: TbPYK inhibitor	AMA1-RON2 inh
(8) COc1ccc(C(=O)Nc2cccc(S(=O)(=O)N3CCCC3)c2)cc1S(=O)(=O)N1CCOCC1
    6%	-13%
(9) CC1(C(=O)Nc2ccc3c(c2)OCCO3)CCN1C(=O)C1(c2ccccc2)CC1 (stereo not given)
    6%	-9%
(10) CC(=O)c1cccc(NC(=O)c2ccc([N+](=O)[O-])o2)c1
    -1%	7%
(11) Cn1c(=O)c2c(-c3ccccc3)n(-c3ccccc3N)cc2n(C)c1=O
    -4%	14%
(12) COc1ccccc1NS(=O)(=O)c1cc(NC(=O)c2ccccc2[N+](=O)[O-])ccc1N1CCOCC1
    -15%	-19%
(13) CC(C)C[C@@H](CNCC(=O)[C@H](Cc1c[nH]c2ccccc12)NC(=O)c1[nH]cnc1C(=O)N[C@H](CN)CC(C)C)NC(=O)c1nc[nH]c1C(=O)N[C@@H](CC(=O)O)C(=O)O
    6%	9%
(14) O=C(CC[C@H]1O[C@@H](n2cnc3c(NC(=O)c4ccccc4)ncnc32)[C@H](O)[C@@H]1O)NCc1ccco1
    0%	-4%
(15) COC(=O)c1sc(NC(=O)CN2CCN(c3cccc(Cl)c3)CC2)c(C(=O)OC)c1C
    2%	26%
(16) CC(c1ccccn1)C(C)(O)C(C)c1ccccn1 (stereo not given)
    1%	48%[activator]
(17) Cc1ccc(N(O)C(C)(C)C)cc1
    -15%	-16%
(18) CC(C)C1NCCc2c1sc1ccccc21 (stereo not given)
    0%	14%
(19) Cc1nc2ccccc2n1/N=C/c1ccc([N+](=O)[O-])o1
    0%	-3%
(20) O=C(C1CCN(S(=O)(=O)c2ccc(Cl)s2)CC1)N1CCN(c2ccccc2)CC1
    8%	8%

Later entries
cpd	smiles	TbPYK inhibitor	AMA1-RON2 inh
21	Cc1ccccc1CN(C)C[C@@H]1OCc2cnnn2CCCC(=O)N([C@@H](C)CO)C[C@H]1C	0%	16%
22	COc1cccc(C(C)(O)c2nc(-c3ccccc3)cs2)c1 (stereo not given)	4%	3%
23	CCN(CC)CCN(C(=O)c1ccc2c(c1)CCCC2)c1nc2c(OC)cccc2s1	-6%	-26%
24	CCN(C(=O)COC(=O)C12CC3CC(CC(O)(C3)C1)C2)c1c(N)n(Cc2ccccc2)c(=O)[nH]c1=O	5%	-7%
25	CS(=O)(=O)N(CC(=O)N1CCc2ccccc2C1)c1ccc(Br)cc1	-2%	1%
26	CC1(CO)CCCC1NCCNC1CCCC1(C)CO (stereo not given)	2%	123%[activator]
27	O=c1[nH]c2ccccc2n1C1CCN(C(c2cccs2)c2nnnn2Cc2ccccc2)CC1 (stereo not given)	6%	-12%
28	Cc1cc(C(=O)COc2cc(F)ccc2[N+](=O)[O-])c(C)n1CC1CCCO1 (stereo not given)	-10%	0%
29	CCOC(=O)[C@@H]1[C@H]2COc3ccc(Br)cc3[C@@H]2N2C(=O)N(c3cccc(F)c3)C(=O)[C@]12C	2%	-13%
30	COc1cc(OC)nc(Oc2cccc(Cl)c2C)n1	3%	0%
31	CC1CCC(C(O)(C(=O)O)C2CCCCC2)CC1C (stereo not given)	-9%	15%
32	O=C(Nc1ccc2c(c1)OCCO2)C1c2ccccc2OCC(=O)N1Cc1ccco1 (stereo not given)	2%	3%
33	Cc1ccc(S(=O)(=O)N2CCC(=O)N([C@H](COCc3cccc(Cl)c3)C(C)C)CC2)cc1	10%	-4%
34	COC(=O)c1ccc(C(=O)OC)c(NC(=O)CSc2nnc(-c3ccccc3Cl)o2)c1	3%	2%
35	COC(=O)c1c[nH]c2c1-c1cc(C(=O)OCc3ccccc3)n(S(=O)(=O)c3ccc(C)cc3)c1C(=O)C2=O	-3%	-8%
36	O=C1[C@@H](c2ccccc2)CC[C@@H]2C=CC[C@H]3CCN1[C@@H]32	1%	-2%
37	CC(C)Oc1cccc(NC(=O)C2(C)CCN2C(=O)C(C)C)c1 (stereo not given)	-16%	-9%
38	CC[C@]12c3[nH]c4ccc(Cl)cc4c3CCN1C(=O)[C@@H](CC(=O)NCCN1CCOCC1)C[C@@H]2C(=O)N1CCN(C(=O)c2ccco2)CC1	-18%	-12%
39	OCCN1CCN(CCO)C1=S	4%	-2%
40	O=C(COC(=O)CCc1ccccc1)NCc1ccc2c(c1)OCO2	0%	-1%
41	Cc1c(Cl)ccc2c(C(O)CBr)cc(-c3ccccc3)nc12 (stereo not given)	8%	20%
42	CCOc1cc2c(cc1OCC)C(c1ccc(O)c(OC)c1)NCC2 (stereo not given)	1%	-1%
43	CN1CCc2cc3c(cc2C1)OCO3	2%	-2%
44	Fc1ccc(N2C(=S)SC(=Nc3ccccc3)C2=Nc2ccccc2)cc1	-3%	?
45	O=C(c1ccc(Cl)c(Cl)c1)N1CCC(=O)N([C@H](COCc2ccc(Cl)cc2)Cc2ccccc2)CC1	6%	-4%
46	COC1=CC(=O)OC(c2ccc(OC)cc2)C1 (stereo not given)	4%	67%[activator]
47	COC(=O)c1ccc(CCc2cc(O)ccc2O)cc1	?	-3%
48	O=C(Nc1ccc(Oc2ccccc2)cc1)c1csc([C@@H]2C[C@H](O)[C@@H](CO)O2)n1	4%	19%
49	COc1ccc(NC(=O)N(C)[C@H]2C[C@H]3c4[nH]c5ccccc5c4CCN3C(=O)[C@H]2CO)cc1	3%	1%
50	COC(=O)C1=C(c2cccc(OC)c2OC)C[C@@H]2CC[C@H]1N2C(=O)NC1CC1	0%	-2%
51	COc1ccc2[nH]c3c(c2c1)CCN1C(=O)C(CC(=O)NCCN2CCOCC2)C[C@H](C(=O)N2CCOCC2)[C@@]31C (stereo not given in full)	-7%	12%
52	CC(C)C1C(=O)N(Cc2cn(Cc3ccco3)nn2)CCS(=O)(=O)N1Cc1ccc(-c2ccc(Cl)c(Cl)c2)cc1 (stereo not given)	2%	4%
53	CC(C)N1CCC1(C)C(=O)Nc1ccc2scnc2c1 (stereo not given)	0%	8%
54	C[C@H](NC(=O)C1CCN(S(=O)(=O)c2ccccc2)CC1)C(=O)NC1CC1	-6%	14%
55	CC(C)C[C@@H](CN1CCCC1CN1C(=S)NC[C@@H]1Cc1ccc(O)cc1)N1C[C@H](Cc2ccccc2)N(CC2CCCCC2)C1=S (stereo not given in full)	-2%	28%
56	Cc1cccc(NC(=O)COC(=O)CN2C(=O)C3CCCCC3C2=O)c1C (stereo not given)	-2%	-6%
57	COc1ccc(F)cc1-c1cc(NC=O)c2ncc(-c3cccc(C(F)(F)F)c3)n2c1	1%	25%
58	Cc1noc(C)c1COc1ccc(C(=O)NCC2(N(C)C)CCCCC2)cc1	6%	-5%
59	CSCCC(c1nnnn1C1CCCC1)N1CCN(C/C=C/c2ccccc2)CC1 (stereo not given)	-1%	-22%
60	COc1cccc(-c2cnc(C(O)c3ccc(Cl)c(Cl)c3)[nH]2)c1 (stereo not given)	5%	0%
61	Cc1ccc(NC(=O)c2ccc(S(=O)(=O)N3CCCC3)cc2)cc1	0%	5%
62	CC(C)NC(=O)N(C)C[C@H]1Oc2c(NS(=O)(=O)c3ccccc3)cccc2C(=O)N([C@H](C)CO)C[C@@H]1C	-23%	-5%
63	Cc1ccc(NC(=S)NCc2ccc(F)cc2)cc1	2%	5%
64	COc1ccc(-n2cnc3c(N)nc(N)nc32)cc1	1%	2%
65	O=C(/C=C/c1ccco1)N1CCN(S(=O)(=O)c2ccccc2)CC1	1%	-10%
66	O=C(NC1CCCC1)C1c2ccccc2OCC(=O)N1CCc1c[nH]c2ccccc12 (stereo not given)	-2%	-11%
67	Cc1ccc(CN2C(=O)CCC2(C)c2nnnn2Cc2ccccc2)cc1 (stereo not given)	4%	-1%
68	CCOc1cc(N2CCOCC2)c(OCC)cc1NC(=O)C(NC(=O)c1c(F)cccc1F)C(C)C (stereo not given)	0%	0%
69	CCOC(=O)[C@]12CCCC=C1N(Cc1ccco1)C(=O)[C@H](CC(=O)N1CCC(c3ccccc3)CC1)C2	3%	-26%
70	CCc1cccc(CC)c1-n1c(SCC(=O)N2CCc3ccccc32)nc(O)cc1=O	-4%	5%

(listing goes on)
cpd	smiles	TbPYK inhibitor	AMA1-RON2 inh
71	C[C@H](CO)N1C[C@H](C)[C@@H](CN(C)C(=O)c2cccc(F)c2)Oc2cc(-c3cncnc3)ccc2S1(=O)=O	-8%	-3%
72	CC1(Cc2ccccc2C#N)C(=O)Nc2ccc(OC(F)(F)F)cc21 (stereo not given)	7%	7%
73	COc1ccc(C(=O)N2CCN(c3nc4cc(C)cc(C)c4cc3C#N)CC2)cc1	3%	12%
74	Cc1ccc(S(=O)(=O)NCC(=O)OCC(=O)N2C(C)CCCC2C)cc1 (stereo not given)	4%	0%
75	CCCCc1c(-c2ccc(Cl)cc2)ncn1CCc1ccccc1OC	-4%	-7%
76	O=C(Nc1ccccc1)OCCc1ccccc1	1%	52%[activator]
77	Nc1ncnc2c1ncn2[C@@H]1O[C@H](CNC(=O)[C@@H]2CCCN2S(=O)(=O)c2ccc(F)cc2)[C@@H](O)[C@H]1O	4%	8%
78	CN(C)c1ccc(C(=O)OCC(=O)c2ccc[nH]2)cc1	1%	11%
79	CCOC(=O)/C(=N/Nc1ccc(Br)cc1)N1CC(C)OC(C)C1 (stereo not given)	1%	15%
80	CN(Cc1c(C(=O)N/N=C/c2ccccc2O)nnn1-c1nonc1N)C1CCCCC1	-15%	111%[activator]

3 compounds out of the list, arranged by SMILES length, rising:
cpd	smiles	TbPYK inhibitor	AMA1-RON2 inh
78	CN(C)c1ccc(C(=O)OCC(=O)c2ccc[nH]2)cc1	1%	11%
72	CC1(Cc2ccccc2C#N)C(=O)Nc2ccc(OC(F)(F)F)cc21 (stereo not given)	7%	7%
74	Cc1ccc(S(=O)(=O)NCC(=O)OCC(=O)N2C(C)CCCC2C)cc1 (stereo not given)	4%	0%

Further results follow:
cpd	smiles	TbPYK inhibitor	AMA1-RON2 inh
81	CCCc1cc(=O)oc2c(C)c(OS(C)(=O)=O)ccc12	-11%	0%
82	O=c1[nH]nc(-c2cc(-c3ccccc3)nc3ccccc23)o1	4%	-11%
83	CC1(C(=O)NCc2cccc(Cl)c2)Cc2c(-c3ccccc3)ccnc2O1 (stereo not given)	0%	-1%
84	COc1cccc(/C=C/C(=O)OCC(=O)N2CCCC2)c1OC	0%	7%
85	COc1cc(NC(=O)c2ccc(-c3ccc(F)c(F)c3)c3ccoc23)cc(OC)c1OC	2%	6%
86	O=C(NCCc1ccccc1O)c1cc2c(cc1[N+](=O)[O-])OCO2	-7%	-2%
87	CC1(C(=O)NC2CCCCC2)CCC(=O)N1CCOc1ccccc1 (stereo not given)	-9%	24%
88	COc1cccc(CNc2nc3cc(-c4cscc4C)sc3c(=O)n2C)c1	-4%	0%
89	O=C(COC(=O)c1ccc([N+](=O)[O-])o1)NCc1ccc(F)cc1	-6%	3%
